ABCB6 inh MLPCN – inhibitors of human ABC transporter ABCB6; K562-ABCB6 porphyrin accumulation, flow cytometry, 1 h; active compounds read low; fluorescence ratio to DMSO, % at 10 µM; actives 0.19% (n = 360,000); AID 602162;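 active = fluorescence ratio to DMSO below 75%, the collection mean minus 3 SD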;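 also: signal is porphyrin accumulated inside mitochondria; 100% equals median channel fluorescence of DMSO control wells; lower ratio means ABCB6 inhibition with less porphyrin fluorescence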
Target sequence (Q9NP58 whole entry, looked up): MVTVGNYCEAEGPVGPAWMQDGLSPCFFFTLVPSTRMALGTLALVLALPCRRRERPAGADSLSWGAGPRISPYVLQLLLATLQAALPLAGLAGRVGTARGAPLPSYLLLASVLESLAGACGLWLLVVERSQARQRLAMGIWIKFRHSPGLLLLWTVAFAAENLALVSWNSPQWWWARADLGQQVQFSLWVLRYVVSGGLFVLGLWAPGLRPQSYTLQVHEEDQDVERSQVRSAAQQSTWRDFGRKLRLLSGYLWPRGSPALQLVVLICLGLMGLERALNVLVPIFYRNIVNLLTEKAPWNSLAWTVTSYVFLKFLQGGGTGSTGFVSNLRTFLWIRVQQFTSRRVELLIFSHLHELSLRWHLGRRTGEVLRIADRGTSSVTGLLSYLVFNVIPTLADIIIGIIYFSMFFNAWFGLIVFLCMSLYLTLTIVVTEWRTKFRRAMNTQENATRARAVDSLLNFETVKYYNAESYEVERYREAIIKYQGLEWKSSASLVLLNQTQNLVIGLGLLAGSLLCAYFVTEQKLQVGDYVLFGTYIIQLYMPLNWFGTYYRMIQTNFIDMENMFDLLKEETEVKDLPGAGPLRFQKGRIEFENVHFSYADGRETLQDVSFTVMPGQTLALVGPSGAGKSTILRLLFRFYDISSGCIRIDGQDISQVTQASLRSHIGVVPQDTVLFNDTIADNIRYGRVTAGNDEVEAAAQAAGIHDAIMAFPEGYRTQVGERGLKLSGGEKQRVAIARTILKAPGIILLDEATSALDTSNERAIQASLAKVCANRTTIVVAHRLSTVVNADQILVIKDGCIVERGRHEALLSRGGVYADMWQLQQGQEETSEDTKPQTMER
PDI inh – blocks human protein disulfide isomerase activity; actives 0.052% (n = 350,000); P07237; inhibition, % at 10 µM; PDI insulin aggregation turbidity, A650, 90 min; AID 588391;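 active = mean inhibition across replicates of 30% or more, whatever share of single replicates reach that level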;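 also: absorbance from insulin aggregation driven by PDI reduction with DTT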
Vif inh – blocks HIV Vif function; HEK293T cells, Vif self-association by quenched fluorescence, imaging, 24 h; inhibition, % at 7.49 µM; actives 0.35% (n = 340,000); in the data active = inhibition above about 50%, passing the limit was not always enough; also: some results filed as inactive read as strong as hits
HTR2A ag – agonists of mouse serotonin 5-HT2A receptor (HTR2A); actives 0.66% (n = 360,000); P35363; CHO-K1 mHTR2A beta-arrestin complementation, luminescence; percent of 30 µM serotonin response; activation, % at 7.6 µM;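 active = activation above a run cutoff, the mean activation of all tested compounds plus 3 SD, cut at about 14% in these data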;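 also: 0% = plate median of compound wells and 100% = 30 µM serotonin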
MC4R barr agon – human MC4R agonism via beta-arrestin; activation, % at 8.9 µM; AID 540308; actives 0.98% (n = 360,000); U2OS MC4R beta-arrestin complementation, luminescence; percent of melanotan II response, DMSO zero;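 active = activation above a per-plate cutoff, the mean activation of sample wells on that plate plus 3 SD, cut at about 8% in these data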
N-glyco inh – blocks N-linked glycosylation in D54 reporter cells; D54 ERlucT glycosylation luciferase reporter, 24 h; percent of 100 nM tunicamycin response; reporter increase, % at 12.5 µM; actives 0.23% (n = 360,000); AID 588692;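 active = mean luciferase reporter signal, scaled so untreated is 0 and the glycosylation-blocking control 100, at or above a set limit in every replicate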;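 also: luciferase carries N-glycosylation sites so blocking glycosylation raises the light; 0% = median of neutral control wells and 100% = median of 100 nM tunicamycin wells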
H9c2 protect – protects H9c2 cardiomyocytes from peroxide injury | H2O2 injury protection, ATPLite, 2 h | protection from H2O2 cell death, % at 20 µM | actives 0.63% (n = 360,000) | AID 588492;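 active = compounds giving at least 50% protection of heart cells from peroxide-induced death in the single-dose screen, raw or plate-pattern-corrected value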;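 also: 0% = DMSO wells with peroxide and 100% = DMSO wells without peroxide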
MC4R antagonist – human MC4R antagonism in cAMP assay; inhibition, % at 6.5 µM; MC4R-expressing cells, MTII-stimulated cAMP, LANCE TR-FRET; actives 0.48% (n = 360,000); P32245;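 active = inhibition above its plate's cutoff, the mean of tested wells on that plate plus 3 SD, cut at about 29% in these data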;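 also: 0% = Melanotan II alone and 100% = Melanotan II plus saturating MCL0020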
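System: U2OS-MC4R stable cell line; Technique: Eu-cAMP/anti-cAMP TR-FRET, emission 671 nm; Repeats: single well per compound; Also added: Melanotan II; Dosing: one concentration, 6.5 µM nominal; Schedule: 30-min compound, 1-h challenge, 1-h detection, room temperature.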
CaV13 FRET inh – Disruptors of the CACNA1D IQ motif to Ca2+-dependent inactivation inhibitor domain association, primary screening, Förster resonance energy transfer in intact living …. HEK cells, CFP/YFP FRET ICDI-IQ, plate reader, 10 min; percent FRET-ratio fall versus neutral wells. inhibition, % at 12.3 µM. actives 0.098% (n = 340,000);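 active = mean replicate inhibition of at least 30% and at least 1% of replicates passing that level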;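 also: 0% = median of the neutral control wells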
aDG glyco up – alpha-DG glycosylation activation; Pro5-aDG cells, alpha-DG glycosylation AlphaScreen (IIH6); 0% Pro5, 100% B10-LARGE cell signal; activation, % at 10 µM; actives 0.22% (n = 360,000);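 active = activation of at least 8% versus controls, or a plate z-score of at least 8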;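 also: Pro5 are CHO cells carrying HIG-tagged alpha-DG that lacks glycosylation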
An asterisk follows results filed as active; nt = not tested or not shown.

SMILES | ABCB6 inh MLPCN | PDI inh | Vif inh | HTR2A ag | MC4R barr agon | N-glyco inh | H9c2 protect | MC4R antagonist | CaV13 FRET inh | aDG glyco up
COCCC(=O)N1CCC(Oc2ccc(C(=O)NCCSC)cc2)CC1 | 94.0 | -1.2 | 3.0 | -1.2 | -0.3 | 1.2 | -6.6 | 3.8 | -21.2 | 0.0
CCOC(=O)c1ccc(NC(=O)C(=O)NCCc2ccc(OC)cc2)cc1 | 100.0 | -4.1 | 5.5 | -1.2 | -2.6 | 1.6 | -0.3 | -1.8 | 2.0 | 0.1
Cc1c(NC(=O)Nc2ccc3c(c2)OCO3)c(=O)n(-c2ccccc2)n1C | 104.0 | 3.6 | -0.2 | 5.7 | 0.5 | 0.2 | 10.0 | 8.5 | -8.9 | 0.5
O=C(CN(CC1CCCO1)C(=O)CNS(=O)(=O)c1ccc(F)cc1)NCc1ccc(F)cc1 (stereo unspecified) | 100.0 | 1.2 | -1.0 | 5.9 | -0.6 | 0.1 | 1.8 | -1.1 | -2.6 | -0.1
Cc1[nH]c(=O)[nH]c(=O)c1/C=N/NC(=O)CCCCCNC(=O)OC(C)(C)C | 95.0 | -4.1 | -2.4 | 6.4 | 4.7 | 0.4 | -3.6 | -4.0 | -6.4 | 0.0
O=S(=O)(NCC1CCCO1)c1ccc2c(c1)OCCO2 (stereo unspecified) | 95.0 | 3.6 | 4.6 | -1.4 | -0.4 | 3.5 | -10.0 | 3.0 | -4.7 | 0.1
O=C(Cc1cccs1)NCCn1ccc2ccccc21 | 97.0 | nt | -5.9 | -6.3 | 0.6 | -0.4 | 10.6 | 0.5 | -4.8 | 0.1
O=C(NC1CCCC1)C1CC(=O)N(CCc2ccccc2)C1 (stereo unspecified) | 118.0 | -10.8 | -11.8 | 0.0 | 1.9 | 1.6 | -1.3 | -1.4 | nt | 0.7
CC1SCC(=NOCc2ccccc2)CS1 (stereo unspecified) | 97.0 | -13.4 | 2.2 | 1.0 | 1.6 | -1.4 | -2.0 | 1.6 | -4.3 | -0.2
Cn1cc(S(=O)(=O)NC[C@H]2O[C@@H](n3cnc4c(N)ncnc43)[C@H](O)[C@@H]2O)cn1 | 105.0 | 7.0 | nt | 8.7 | 5.4 | 2.3 | -0.7 | -6.3 | -4.7 | 0.2
Oc1c(CN2CCc3ccccc3C2)cc(Cl)c2cccnc12 | 93.0 | -4.5 | -0.4 | -11.4 | -0.5 | -10.4 | 17.4 | -3.6 | nt | 0.0
CCOC(=O)c1cccnc1SCC(=O)N(CC)c1cccc(C)c1 | 98.0 | 8.2 | -12.0 | -0.6 | -2.5 | -3.5 | -0.8 | -4.5 | -1.4 | 6.1
CC1COC(C)(CC(=O)NN2C(=O)c3ccccc3C2=O)O1 (stereo unspecified) | 97.0 | -0.6 | -1.8 | 1.3 | -2.6 | 2.5 | 1.6 | 1.2 | -3.2 | 0.0
CN(C)Cc1c(-c2ccc(Cl)cc2)nc2ccc(Cl)cn12 | 103.0 | 18.8 | 8.4 | 2.3 | -1.3 | -1.1 | 0.8 | 9.1 | 3.2 | 0.0
O=C1CC(SCc2nc3ccccc3[nH]2)C(=O)N1c1ccc(F)c(Cl)c1 (stereo unspecified) | 94.0 | 1.7 | -2.0 | -2.4 | -1.8 | -0.4 | 16.9 | 14.5 | nt | -0.2
CCN1CCN(S(=O)(=O)c2ccc(Cl)c(C(=O)Nc3ccccc3N3CCOCC3)c2)CC1 | 100.0 | 9.7 | -2.4 | 10.4 | -0.5 | -1.2 | 2.4 | -1.5 | -4.2 | 0.3
CCc1cc(Cn2nc(-c3ccccc3)cc2C(=O)NCC2CC2)on1 | 93.0 | 4.1 | -3.4 | -9.8 | -1.1 | -0.6 | -2.0 | 6.7 | -11.5 | -0.1
Cc1ccc(-c2cc(N)n(-c3ccc(C)cc3)n2)cc1 | 90.0 | -3.1 | -11.8 | -6.7 | -0.5 | 0.3 | -19.6 | 0.4 | -4.2 | 0.3
CCCCC(C(=O)NC1CCCC1)N(Cc1ccccc1)C(=O)c1snc(C(N)=O)c1N (stereo unspecified) | 92.0 | 8.4 | 12.8 | 2.7 | 0.9 | -2.5 | 13.1 | -1.2 | -5.3 | 0.2
O=C(N/N=C/C(Cl)=C/c1ccccc1)c1ccc2c(c1)OCO2 | 98.0 | 14.7 | 5.0 | -13.1 | -2.4 | 4.6 | -5.6 | -0.1 | -13.9 | -0.1
CC(=O)N1CCN(c2ccc(NCc3ccc(C)s3)cc2)CC1 | 104.0 | nt | -3.6 | -2.7 | 1.4 | 2.1 | -3.8 | 9.3 | -4.1 | -0.3
CC1CCCC(NC(=O)CCC(=O)N2CCOc3ccccc32)C1C (stereo unspecified) | 96.0 | -10.9 | 6.1 | -5.5 | 0.7 | -1.5 | 3.4 | 2.8 | -15.5 | 0.0
CCCNc1ncnc2[nH]ncc12 | 95.0 | -1.3 | 2.1 | 0.2 | -2.1 | -1.0 | -0.3 | 8.0 | -11.4 | 0.4
C=CCNC(=S)NNC(=O)c1ccccc1 | 88.0 | 6.7 | 7.2 | -1.2 | -1.4 | 1.8 | 1.0 | 2.8 | -4.7 | 0.1
O=C(NCCc1ccc(F)cc1)C1CCCO1 (stereo unspecified) | 110.0 | -5.2 | 13.6 | -0.6 | -1.2 | 4.2 | -1.7 | 4.5 | -0.5 | 0.0
Remaining list, next part:
SMILES | ABCB6 inh MLPCN | PDI inh | Vif inh | HTR2A ag | MC4R barr agon | N-glyco inh | H9c2 protect | MC4R antagonist | CaV13 FRET inh | aDG glyco up
CC1CN(C(=S)Nc2ccc(S(N)(=O)=O)cc2)CC(C)O1 (stereo unspecified) | 103.0 | -0.3 | 10.0 | 3.0 | -0.7 | 4.9 | -0.7 | -2.0 | -2.5 | -0.1
O=C(NCc1ccccn1)c1ccc(-c2ccccc2)cc1 | 89.0 | 4.5 | -8.4 | -3.0 | -3.3 | -1.5 | 6.8 | 11.2 | -0.2 | -0.3
COc1cccc(NC(=O)C2(S(=O)(=O)c3ccc(Cl)cc3)CC2)c1 | 100.0 | 2.0 | -1.6 | 1.6 | -2.2 | 0.8 | -2.1 | -5.8 | 2.4 | 0.0
CC(=O)n1cc([C@@H]2C=C(C(=O)Nc3ccccc3)O[C@H](OCCCCO)C2)c2ccccc21 | 105.0 | -5.4 | -6.9 | -1.4 | -1.0 | 8.4 | 2.5 | -3.4 | -10.9 | 0.9
COc1cc(NC(C)=O)c2ncccc2c1NC(C)=O | 96.0 | 14.8 | 8.2 | 11.5 | 1.1 | 2.2 | -3.9 | -5.1 | -4.3 | 0.0
COc1ccc(CC(=O)NCC2CCCN(Cc3ccc(OC)cc3F)C2)cc1 (stereo unspecified) | 104.0 | 9.6 | -4.6 | -7.3 | -1.9 | -1.8 | 2.1 | -6.6 | -0.1 | 0.0
CCCn1c(SCC(=O)N2CCCCC2)nnc1C(C)C | 99.0 | -3.4 | -2.2 | 2.1 | -0.3 | 0.3 | 2.9 | -2.1 | -0.7 | -0.4
CC(=O)Nc1ccc(NC(=O)CSc2nccn2Cc2ccc(Cl)cc2)cc1 | 95.0 | 3.3 | nt | 6.2 | -3.4 | 2.3 | -10.1 | 6.3 | -2.7 | 0.2
Cc1onc(-c2ccccc2Cl)c1C(=O)OCc1nnc(-c2ccccc2)o1 | 92.0 | 2.2 | -7.8 | 1.2 | -3.3 | 0.4 | -13.6 | 16.5 | -5.3 | 0.4
Cc1cc(C)nc(NS(=O)(=O)c2ccc(NC(=O)C3CC3)cc2)n1 | 103.0 | -4.3 | 5.4 | 5.2 | 0.5 | 0.6 | -5.4 | -2.5 | -2.4 | -0.1
Cc1ccc(/C=N/NC(=O)c2cccc3ccccc23)o1 | 100.0 | -11.1 | -1.8 | -2.0 | 0.4 | 0.1 | 1.1 | 4.2 | -2.9 | -0.1
Cc1ccc(S(=O)(=O)Nc2cccc(NC(=O)CN3CCCCC3)c2)cc1 | 100.0 | -0.1 | -0.2 | -0.2 | 1.8 | -4.8 | -1.4 | 3.4 | -5.0 | -0.2
CCC(C)C(CO)NCCCn1cnc2c(SC)ncnc21 (stereo unspecified) | 96.0 | 16.7 | -5.4 | 2.1 | -0.6 | 3.7 | 11.2 | 1.9 | -9.4 | 0.1
CCOC(=O)C1C(=O)Nc2nc3ccccc3n2C1C(C)C (stereo unspecified) | 91.0 | 13.0 | 11.8 | 2.7 | -1.1 | 0.7 | -1.3 | 7.5 | -5.4 | 3.2
C=CCn1c(C)cc(C(=O)COc2nncc3ccccc23)c1C | 91.0 | -3.9 | 0.6 | 10.9 | 0.5 | -4.1 | -26.1 | 16.8 | -4.2 | 0.0
CC(=O)Nc1ccc(CN2CCN(C3CCCCC3)C(CCO)C2)cc1 (stereo unspecified) | 101.0 | -5.4 | 1.8 | 3.5 | -0.3 | 0.8 | 2.4 | -0.5 | -2.6 | -0.3
CC1(C)CC(=O)C(N=Nc2cc(C(F)(F)F)ccc2Cl)=C(O)C1 | 98.0 | 8.1 | -1.9 | -3.0 | -3.7 | 7.3 | -8.9 | 8.4 | -4.3 | -0.5
Cc1ccc(NCC(=O)Nc2cccc(S(=O)(=O)N(C)C)c2)c(Cl)c1 | 93.0 | -0.9 | -1.0 | -3.2 | 4.8 | -1.8 | -0.7 | 3.4 | -2.7 | 0.2
COCCn1c(SCC(=O)NCCCN2CCCC2=O)nc2ccccc2c1=O | 99.0 | 4.4 | 9.8 | -2.1 | -1.3 | 0.9 | 1.4 | 9.5 | -6.0 | 0.0
CCCCN(CCO)CCCC | 99.0 | nt | 8.0 | 6.6 | 0.4 | 1.0 | 1.1 | 8.0 | nt | -0.2
CCN1CCN(c2ncnc3c2sc(=S)n3-c2ccccc2)CC1 | 98.0 | nt | 0.7 | 6.1 | 1.7 | -2.2 | -18.8 | 4.2 | -11.5 | 0.2
COc1ccc(CCN=C(N)NS(=O)(=O)c2cc(F)ccc2OC)cc1 | 98.0 | -2.7 | 4.7 | 4.5 | -0.8 | -1.4 | 7.4 | -3.8 | nt | -0.1
CC(C)=CC(=O)Nc1ccc(Cl)cc1 | 98.0 | 7.5 | -30.7 | 1.6 | 0.4 | -3.4 | -8.7 | 2.6 | -4.8 | 0.0
Nc1ccc(Oc2ccccc2F)nc1 | 93.0 | 13.5 | 10.0 | 1.6 | 0.1 | 1.4 | -1.5 | 1.7 | 0.0 | -0.1
C=C(C)C1Cc2c(C)nn(-c3ccccc3)c2C1 (stereo unspecified) | 91.0 | 8.9 | 25.5 | 0.5 | 2.8 | -0.9 | -3.2 | 4.1 | -5.2 | 0.1
Cc1ccc(CN2CCC(NC(=O)c3ccccc3)CC2)cc1 | 96.0 | 3.5 | 3.1 | -6.1 | -2.0 | 1.4 | -3.2 | 3.9 | -3.2 | 0.0
O=[N+]([O-])c1ccc(Cl)c(S(=O)(=O)NCCc2ccccn2)c1 | 97.0 | 6.5 | 12.2 | -1.2 | -1.5 | 0.8 | 1.5 | -0.9 | -2.4 | 3.9

Compound activity (PubChem)
